Source: PubChem
Dicer processing: inhibitors of human Dicer processing of pre-microRNA. 47,000 compounds, 6% hits. Q9UPY3. cat-ELCCA pre-miR-21 Dicer processing, chemiluminescence; active compounds read high. z-score at 25 µM; in the data active means z-score above about 3, passing the limit was not always enough;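 further: plate controls were vehicle for no effect and no enzyme for full effect; higher signal means more uncleaved substrate so more Dicer inhibition; strong numbers were not always called active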
Starred values were filed as active, the others as inactive. A portion of the library, so the mix of outcomes need not match the whole.

compound | Dicer processing
Nc1nc(N2CCCC2)ncc1S(=O)(=O)c1ccc(C(F)(F)F)cn1 | -1.6
COC(=O)c1cnn(-c2ccc(F)cc2F)c1/C=N/OC(=O)Nc1ccc(Cl)cc1 | -1.3
O=C1CC(c2ccc(Cl)cc2)c2cc3c(cc2N1)OCO3 (configuration not stated) | 3.6*
Cc1ccc(C2N=NNC2=S)c(C)c1 (configuration not stated) | -0.99
COc1ccc(NC(=O)N2CCCc3cccc(C)c32)cc1 | -0.16
O=S(=O)(Nc1ccc(C(F)(F)F)cc1Cl)c1ccc(Br)s1 | 0.19
COc1ccc(-c2cc(-c3ccccc3)[nH]c(=O)c2C#N)cc1 | -1.3
COc1cc(C2=N/C(=C/C=C/c3ccccc3)C(=O)O2)cc(OC)c1OC | 2.1
Cc1ccc(Sc2ncnc3sccc23)cc1 | -1.1
Cc1ccc(S(C)(=O)=NC(=O)CSc2ccc(Cl)cc2)cc1 (configuration not stated) | 0.03
COC(=O)CSC1=C(C#N)C(=O)NC(c2ccc(OC)cc2)S1 (configuration not stated) | 1.5
FC(F)(F)c1ccnc(NCCNC(=S)NCc2ccco2)n1 | 37
CCCSc1ccc([N+](=O)[O-])c(NC(=NCCS(=O)(=O)O)NC(=O)OC)c1 | 1
NCCc1ccn[nH]1 | 0.71
O=C(/C=C/c1ccccc1)NNC(=O)c1sccc1-n1cccc1 | 1.6
CC(C)OC(=O)c1ccc2[nH]c3c(c2c1)CCCC3 | 0.42
CC1CCCN(c2nc3nonc3nc2N2CCCC(C)C2)C1 (configuration not stated) | 1.7
CCCCCCCCC(=O)Nc1nc2c(s1)Cc1ccccc1-2 | -1.7
CCC(OC(=O)CN1C(=O)C(=O)c2ccccc21)C(=O)Nc1sc2c(c1C#N)CCCC2 (configuration not stated) | 0.27
CCOc1cc(C2C(C(=O)OC)=C(C)NC3=C2C(=O)c2ccccc23)cc(Br)c1OC (configuration not stated) | 1.4
O=C(O)C(c1ccc(Cl)cc1)c1ccc(Cl)cc1 | 1.2
O=C(Nc1cccnc1)C1CCCS1 (configuration not stated) | -0.53
O=C(Cn1nc(C(F)(F)F)c2c1CCCC2)Nc1ccc(F)c(Cl)c1 | 0.37
COc1ccc(Oc2cccc(Cl)c2CNC(=O)CSCC(=O)O)cc1 | 1.6
COc1cc2c(cc1OC)C1=C(c3ccccc3Br)C(=O)C(=O)N1C(C)(C)C2 | 0.79
Clc1ccc(-c2noc(C3CCCCC3)n2)cc1 | 0.31
C#C[C@]1(O)CC[C@H]2[C@@H]3CCC4=CC(=O)CC[C@@H]4[C@H]3CC[C@@]21C | -1.5
CCCCc1ccc(C(=O)Nc2sccc2C#N)cc1 | 2
S=C(NCC1CC1)Nc1ccc2[nH]ccc2c1 | 4.8*
O=C(NCCSCc1c(F)cccc1Cl)Nc1cccc(C(F)(F)F)c1 | 1.6

Given with each value named: entries from further up
Molecule: CC1CCCN(c2nc3nonc3nc2N2CCCC(C)C2)C1 (configuration not stated)
  Dicer processing = 1.7
Molecule: CC(C)OC(=O)c1ccc2[nH]c3c(c2c1)CCCC3
  Dicer processing = 0.42
Molecule: COc1cc(C2=N/C(=C/C=C/c3ccccc3)C(=O)O2)cc(OC)c1OC
  Dicer processing = 2.1
Molecule: Clc1ccc(-c2noc(C3CCCCC3)n2)cc1
  Dicer processing = 0.31

(list continues)
compound | Dicer processing
Nc1ccc2nc(C(F)(F)F)[nH]c2c1 | -0.41
Fc1ccc2c(c1)c1nnc(SCCN3CCOCC3)nc1n2Cc1ccccc1 | -0.4
Nc1ccccc1N1C(=O)c2cccc3c(Cl)ccc(c23)C1=O | -0.9
Cc1ccc(C2Nn3c(C)nnc3SC2C(=O)Nc2ccc(C)cc2Br)cc1 (configuration not stated) | 0.22
C/C(=N\NC(=S)Nc1ccc(F)cc1)c1ccco1 | 0.88
CN(C)c1oc(-c2cccs2)nc1S(=O)(=O)c1ccc(Cl)cc1 | -2.4
CN(CCc1ccccn1)S(=O)(=O)c1ccc(F)cc1 | -1.6
COC(=O)C1C2C=CC3(CN(Cc4cccs4)C(=O)C13)O2 (configuration not stated) | -0.03
Cc1cc(Br)ccc1OCc1nc(-c2ccccn2)no1 | 0.93
CSc1sc(Br)c2c1/C(=N/OC(=O)c1ccccc1Cl)CC(C)(C)C2 | -0.22
O=C(Nc1ccc(OC(F)(F)F)cc1)NC1CCN(Cc2c(F)cccc2Cl)CC1 | 0.62
O=C1CC(Nc2ccccc2)C(=O)N1c1ccc(N2CCOCC2)cc1 (configuration not stated) | -0.25
O=C1c2cccc3cccc(c23)C(=O)N1CC1CCC(CN2C(=O)c3cccc4cccc(c34)C2=O)CC1 (configuration not stated) | 0.5
COc1ccccc1C1CCN(c2ccc(C3OCCO3)cc2[N+](=O)[O-])CC1 | -0.9
Cc1cc(-n2cnc(-c3cn[nH]c3C)n2)no1 | 0.71
Cc1c(NC(=O)Nc2ccccc2)sc2nc(-c3ccc(Cl)cc3)nn12 | -2.3
CCc1ccc(-n2c(O)cnc2Nc2nc(C)cc(C)n2)cc1 | 1
C=CCNc1oc(-c2ccc(F)cc2)nc1C#N | -0.55
C1=C(c2ccccc2)Nc2ncnn2C1c1cccs1 (configuration not stated) | 0.58
COc1ccc2[nH]c(C)c(CN3CCN(C)CC3)c(=O)c2c1 | 1.8
Cc1cc2c(NC(=O)COCC(=O)O)cccc2nn1 | -1.9
CCOC(=O)CC(=O)Nc1ccn(C)n1 | -0.48
CCOc1ccc(C2Nc3ccc4ncccc4c3C3=C2C(=O)CCC3)cc1 (configuration not stated) | 0.74
Cn1c(=O)c2c(nc(Oc3ccccc3)n2Cc2ccc(Br)cc2)n(C)c1=O | -0.52
CC1(C)CC(=O)C=C(SCc2ccc(Cl)cc2)S1 | 4*
O=C(Nc1ccc(Cl)cc1)ON=C1CC2CCCC(C1)N2Cc1ccccc1 | -1.5
O=C(O)/C(=N\NC(=O)c1ccccc1)c1ccccc1 | 0.26
CC(C)NCC(O)c1ccc2ccccc2c1 (configuration not stated) | -0.5
CCOC(=O)c1c(NC(=O)CN2CC(C)OC(C)C2)sc(C)c1C (configuration not stated) | -0.52
O=C1CCN=C(Nc2ccc(F)c(Cl)c2)S1 | -1

Exported with each value named: entries from further up
Nc1ccccc1N1C(=O)c2cccc3c(Cl)ccc(c23)C1=O
  Dicer processing = -0.9

Cc1ccc(C2Nn3c(C)nnc3SC2C(=O)Nc2ccc(C)cc2Br)cc1 (configuration not stated)
  Dicer processing = 0.22

Additional compounds follow.
compound | Dicer processing
CCC(=O)c1cn(CC(=O)N2CCCC2)c2ccccc12 | 0.68
CC(=O)N1c2ccccc2C(C)=CC1(C)C | 0.49
O=C1CC(/C=C/c2ccccc2)Cc2nc(N3CCN(c4ccccc4)CC3)ncc21 (configuration not stated) | 0.52
CCOC(=O)C(NCc1ccccc1)(NC(C)=O)C(F)(F)F (configuration not stated) | -0.33
CCOC(=O)CSC(=S)NCc1ccc(F)cc1 | -0.64
COc1ccc(C#N)cc1Br | -0.35
Cc1ccccc1NC(=S)N1CC(C)OC(C)C1 (configuration not stated) | -1.1
COc1cc([N+](=O)[O-])ccc1N1CCCCC1 | -0.12
CCn1cc(C(=O)O)c(=O)c2cc3c(cc21)OCO3 | -0.39
CCn1cc(C(=O)O)c(=O)c2cnc(N3CCCC3)nc21 | 4.5*
Fc1cc2[nH]c(=S)[nH]c2cc1Cl | 4.2*
CC(O)CNc1c[nH]c(=O)[nH]c1=O (configuration not stated) | -2.1
O=c1oc2c(c(O)c1Cc1ccccc1)c(=O)[nH]c1ccccc12 | 1.4
O=C(O)CSCC(=O)N1CCOCC1 | -1.4
CNc1nc(-c2cccs2)cc(C(F)(F)F)c1C#N | -0.81
Cc1ccc(NC(=S)N(Cc2ccc(N(C)C)cc2)C(C)C)c(Cl)c1 | 0.5
O=C1C(=O)N(Cc2cccnc2)C(c2ccc(F)cc2)/C1=C(\O)c1ccccc1 (configuration not stated) | -0.12
CCN1CCC[C@H]1CNC(=O)c1cc(S(N)(=O)=O)ccc1OC | 1.4
COC(=O)c1ccc(COc2ccc3c(=O)c(-c4ccc(Cl)cc4)coc3c2)cc1 | 0.89
CCOC(=O)C1CCc2sc(N)c(C#N)c21 (configuration not stated) | -2.1
CCCOc1cccc(C2c3c(oc4ccccc4c3=O)C(=O)N2c2nc(C)c(C)s2)c1 (configuration not stated) | 0.66
COc1cccc(Nc2nc(Cl)nc(Nc3cccc(OC)c3)n2)c1 | -0.13
CC(C)c1ccc(C2C3=C(CCCC3=O)NC3=C2C(=O)c2ccccc23)cc1 (configuration not stated) | 0.41
C=CCN1C(=O)C(O)(CC(=O)c2ccc3c(c2)OCO3)c2ccccc21 (configuration not stated) | 4.3*
Cc1cccc(-c2noc(-c3cccs3)n2)c1 | 1.7
Cn1c(-c2ccc(F)cc2)cnc1NCc1cc(Cl)ccc1O | 5.6*
Cn1cc(Br)c(NC(=O)c2ccc(Cl)c(Cl)c2)n1 | 0.68
Cn1nc(CC(=O)Nc2ccc(Cl)cc2)c2ccccc2c1=O | 1.8
CCOC(=O)c1sc(/S(C)=N/C(=O)Nc2ccccc2Cl)c2c1CCC=C2 (configuration not stated) | -0.95
CCOC(=O)c1c(C)oc2c(Br)cc(NS(=O)(=O)c3ccc(Cl)c(C)c3)cc12 | 0.56

(more compounds)
compound | Dicer processing
CC(C)c1ccc(NC(=S)NNC(=O)NC(=O)c2csc([N+](=O)[O-])c2)cc1 | 4.7*
CC1CCc2c(sc3ncnc(SCc4ccc([N+](=O)[O-])cc4)c23)C1 (configuration not stated) | -4.3
CC(=O)Oc1cccc2c1C(=O)C=CC2=O | 4.2
Cn1cc(NC(=O)OC(C)(C)C)cc1C(=O)O | 20
Clc1cc(Cl)c(N/N=C2\CCCc3occc32)c(Cl)c1 | 2
FC(F)(F)COc1ccc(-c2n[nH]c(=S)n2-c2ccc(Cl)cc2)cn1 | -0.82
O=C(Cn1c(-c2ccccn2)nc2ccccc21)NCCCn1ccnc1 | -0.28
Cc1ccc2c(c1C)NC(=O)CC(c1ccccc1O)=N2 | 1.6
Nc1ccc(O)c(-c2nc3ccccc3o2)c1 | 1.2
O=C(Nc1cnc2ccccc2c1)c1ccncc1 | 3.1*
COC(=O)C1C(c2ccccc2)NC(c2ccccc2)C(C(=O)OC)S1(=O)=O (configuration not stated) | -0.26
Cc1ccc(N=Cc2cc(-c3ccccc3)oc2S)c(C)c1 | -0.72
O=C(NC(=O)c1ccc(Cl)cc1)Oc1ccccc1 | 0.83
COc1ccc(C2C(C#N)=C(N)Oc3ccc4ccccc4c32)cc1 (configuration not stated) | 1.1
CSc1n[nH]c(=O)n1-c1ccc(Cl)cc1 | 0.1
CCN(C(=O)C(Cc1ccccc1)C(=O)N(CC)c1ccccc1)c1ccccc1 | 14
O=C(NNc1c(Cl)cccc1Cl)NS(=O)(=O)c1ccc(Cl)cc1 | 0.09
C=CCc1cccc(/C=N/NC(=O)CN2CCN(Cc3ccccc3)CC2)c1O | -1.9
CCOC(=O)c1c(NC(=O)Nc2ccc(C)cc2)sc2c1CCN(C)C2 | 2.1
CC(C)(C)[C@H]1COC(CC2=N[C@@H](C(C)(C)C)CO2)=N1 | -0.11
CC(=O)OC[C@H]1O[C@@H](NC(N)=O)[C@H](OC(C)=O)[C@@H](OC(C)=O)[C@@H]1OC(C)=O | -0.2
O=C(NNC1=NCCN1Cc1ccccc1)c1ccccc1Cl | -1.8
CC(C)(C)SCCNc1nc(Oc2ccc(Cl)cc2)nc(Oc2ccc(Cl)cc2)n1 | 0.58
Cc1ccc(O)c(C(=O)NNC(=S)Nc2ccc(Cl)cc2)c1 | 5.4*
Cc1c(C)c(C)c(CSc2nnc(/C(C#N)=C/c3cccs3)n2C)c(C)c1C | 0.45
Cc1ccc(C)c(COc2cc(C)c3c(c2)OC(C)(C)CC3=O)c1 | 0.34
CC1=C(C(=O)OC2CCCC2)C(c2ccc(F)c(F)c2)C2=C(CCCC2=O)N1 (configuration not stated) | 0.54
COc1cc(/C=N/N)cc(OC)c1OC | -0.83
NC(CSC1CCCCO1)C(=O)O (configuration not stated) | -0.65
CCc1ccccc1CSc1n[nH]c(=O)n1C(C)c1ccccc1 (configuration not stated) | -1.7

(more compounds)
compound | Dicer processing
Clc1ccc(C(Cn2ccnc2)OCc2ccsc2Cl)c(Cl)c1 (configuration not stated) | -0.67
CC(=C\c1cccc([N+](=O)[O-])c1)/C(C)=N/O | -1.1
Cc1ccc(S(=O)(=O)NCCCCCC(=O)O)cc1 | -0.2
CN1c2ccccc2C(=O)/C(=C/N=S(C)(C)=O)S1(=O)=O | -0.22
Cc1onc(-c2ccccc2Cl)c1C(=O)NCc1nc(-c2ccc(C(F)(F)F)cc2)no1 | 0.68
O=C(CCC1CCCC1)N1CCN(S(=O)(=O)c2ccc3ccccc3c2)CC1 | 3.1*
COc1ccc(N2CC(O)=C(c3nc4ccccc4c(=O)[nH]3)C2=N)cc1Cl | 0.29
COc1ccccc1C1Nc2ccc3ncccc3c2C2=C1C(=O)CC(C)(C)C2 (configuration not stated) | 1.2
C=C1SC(Nc2cccc(Cl)c2)=NC1(C)C | 0.2
COc1cc2c(cc1OC)C1=C(C#N)CN(c3ccc(C)c(C)c3)CN1CC2 | 4.5*
CSc1ccc(C2NC(=O)c3c(sc4c3CCN(C)C4)N2)cc1 (configuration not stated) | -1.5
Oc1ccccc1C=NCCN=Cc1ccccc1O | 2.2
CCOC(=O)C1=C(N)Oc2ccc3ccccc3c2C1c1cccc(O)c1 (configuration not stated) | 3.5*
Cn1nc(C(F)(F)F)c2cc(C(=O)O)sc21 | 1.9
Cc1csc2sc(C(=O)Oc3ccc(Cl)cc3)c(C)c12 | 0.29
COC(=O)c1[nH]n(-c2c(C)cccc2Cl)c(=O)c1N=O | -1.2
Cc1nnc(SCC(=O)Nc2sc3c(c2C#N)CCC3)s1 | 0.68
Nc1nncn1C(=O)c1ccc2c(c1)OCO2 | 0.72
